# Screening results deposited in PubChem by Broad Institute.
# esBAF inh = blocks esBAF chromatin remodeling in mouse ES cells; Bmi1-luciferase knock-in reporter, 24 h; 100% = twice the neutral-well signal; reporter increase, % at 12.5 µM; hit rate 2% among 350,000; in the data active = activation above about 40%; inconclusive = no clear call, values can overlap the other calls;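 also: 0% = median of the plate's neutral control wells and 100% = double that signal; a rise in the Bmi1 reporter signal indicates esBAF inhibition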
# ARNT TACC3 PPI = disruptors of human ARNT/TACC3 interaction. Q9Y6A5. AlphaScreen His-ARNT PAS-B/GST-TACC3 binding, luminescence; TACC3 fragment carries E629A point mutation. inhibition, % at 9.99 µM. hit rate 0.66% among 390,000;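 active = mean inhibition of replicates at least 50% and at least half of replicates each reaching 50%; inconclusive = half or more replicates reach 50% but mean below 50%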;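 also: 0% = complete ARNT plus TACC3 wells and 100% = ARNT alone without TACC3; many hits fall short of the cut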
# CASP6 VEID inh = blocks human caspase-6 cleavage activity. AID 686996. purified caspase-6, Z-VEID-R110 cleavage fluorescence. inhibition, % at 12.5 µM. hit rate 0.53% among 350,000. P55212;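 active = mean inhibition across replicates at least about 35%, with every replicate also reaching that limit, limit read from the data; inconclusive = only one of the two criteria met; inactive = neither criterion met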;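 also: 0% = median of neutral control wells and 100% = no fluorescence left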
# Target sequence (P55212 24-179 limits assumed): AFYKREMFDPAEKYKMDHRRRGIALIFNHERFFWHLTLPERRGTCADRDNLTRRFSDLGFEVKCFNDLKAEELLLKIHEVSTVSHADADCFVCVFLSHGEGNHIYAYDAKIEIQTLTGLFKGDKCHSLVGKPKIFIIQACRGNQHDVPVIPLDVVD
# Target sequence (P55212 194-293 limits assumed): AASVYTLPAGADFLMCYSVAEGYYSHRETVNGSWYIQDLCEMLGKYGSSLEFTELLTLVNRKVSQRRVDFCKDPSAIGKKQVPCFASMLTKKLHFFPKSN
# PglD inh = PglD (C. jejuni) enzyme inhibition; purified PglD enzyme, DTNB colorimetric CoA detection; inhibition, % at 12.5 µM; hit rate 0.098% among 360,000; AID 602405; in the data active = inhibition above about 16%, passing the limit was not always enough; inconclusive = no clear call, values can overlap the other calls; also: strong numbers were not always called active
# E-sel inducer = induces E-selectin expression in human endothelial cells. HUVEC E-selectin immunofluorescence imaging; normalized: neutral wells 0, TNF-alpha wells 100. hit rate 0.37% among 260,000. AID 686992. activation, % at 7.58 µM;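 active = mean E-selectin-positive cell signal at least 10% of the positive control, reached in at least 60% of replicates, without over 20% cell loss; inconclusive = no rule given, readout overlaps actives, possibly toxicity-flagged; inactive = the rest, including those meeting only one limit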;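 also: in these data hits start at about 27%; measured in HUVEC primary endothelial cells; signal is the percent of cells scored E-selectin positive by PE staining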
#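 assay system = HUVEC, human umbilical vein endothelial cells | input = 3,000 HUVEC seeded per well | medium = EGM-2 growth medium on 0.1% gelatin-coated wells | dosing = one compound dose added by pin transfer | signal = immunofluorescence imaging | read-out basis = % PE-positive cells | control set = TNF-alpha, DMSO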
# RAD54 branch = inhibitors of human RAD54 branch migration. Q92698. RAD54 Holliday junction branch migration, FAM/BHQ fluorescence. inhibition, % at 10.4 µM. hit rate 0.14% among 360,000. AID 602329;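 active = mean normalized replicate activity at least 40 and at least half of replicates scoring 40 or more; inconclusive = only one of the two criteria met; inactive = mean below 40 and under half of replicates reaching 40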;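 also: 0% = median of neutral control wells and 100% = median of positive control wells; inhibitors cause a drop in the FAM fluorescence signal; in these data hits start at about 50%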
# Target sequence (Q92698 whole entry, looked up): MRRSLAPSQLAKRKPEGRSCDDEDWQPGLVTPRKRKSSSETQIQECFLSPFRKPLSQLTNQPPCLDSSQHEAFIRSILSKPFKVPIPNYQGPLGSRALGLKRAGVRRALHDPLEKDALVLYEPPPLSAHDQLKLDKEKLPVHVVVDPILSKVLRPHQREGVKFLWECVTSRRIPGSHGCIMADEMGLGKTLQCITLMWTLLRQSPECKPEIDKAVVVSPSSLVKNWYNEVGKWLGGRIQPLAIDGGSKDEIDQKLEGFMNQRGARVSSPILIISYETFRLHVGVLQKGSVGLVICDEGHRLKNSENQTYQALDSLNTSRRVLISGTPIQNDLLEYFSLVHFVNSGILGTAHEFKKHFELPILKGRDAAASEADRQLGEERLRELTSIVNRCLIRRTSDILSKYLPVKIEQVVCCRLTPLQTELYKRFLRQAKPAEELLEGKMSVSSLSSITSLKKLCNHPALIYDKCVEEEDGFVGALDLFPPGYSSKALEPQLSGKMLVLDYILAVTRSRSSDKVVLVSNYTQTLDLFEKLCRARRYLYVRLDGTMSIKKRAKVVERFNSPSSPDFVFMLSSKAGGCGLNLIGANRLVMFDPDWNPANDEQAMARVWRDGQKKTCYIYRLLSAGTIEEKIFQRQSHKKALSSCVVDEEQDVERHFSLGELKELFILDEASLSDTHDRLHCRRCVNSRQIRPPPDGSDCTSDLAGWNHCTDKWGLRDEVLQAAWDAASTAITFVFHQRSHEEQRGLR
# RAD52 inh = inhibitors of human RAD52 DNA annealing; P43351; recombinant RAD52 DNA annealing, FRET fluorescence; inhibition, % at 18.7 µM; hit rate 0.46% among 360,000; AID 651710;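 active = every replicate showing at least 50% inhibition; inconclusive = mean inhibition at least 50% but not in every replicate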
# ERp5 block = ERp5 (human) disulfide isomerase inhibition; Q15084; ERp5 insulin aggregation, absorbance 650 nm, 90 min; inhibition, % at 9.99 µM; hit rate 0.05% among 350,000; AID 651711;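 active = mean replicate inhibition above about 25%, with every replicate also reaching it, limit read from the data, passing the limit was not always enough; inconclusive = only one of those two criteria met; inactive = neither criterion met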
# The depositor's hits bear a star; ? = inconclusive; . = not tested or not shown.
SMILES,esBAF inh,ARNT TACC3 PPI,CASP6 VEID inh,PglD inh,E-sel inducer,RAD54 branch,RAD52 inh,ERp5 block
O=C(Nc1cc(Sc2ccccn2)cc([N+](=O)[O-])c1)c1cccc(Cl)c1,.,-1.6,-0.7,-3.9,0.0,-4.1,-31.4,0.5
C=C1[C@@H](OC(C)=O)C=C[C@@]2(C)C=CC(=O)[C@@](C)(OC(C)=O)[C@@H]2[C@@H](OC(C)=O)[C@]2(O)[C@@H](C)C(=O)O[C@H]2[C@H]1Cl,5.8,.,10.4,-5.7,.,0.6,0.2,-3.3
CCCCNC(=O)c1onc(CSc2ccccc2CC)c1C(=O)O,-2.7,-5.5,2.5,5.3,-0.2,8.0,-6.4,4.3
N#CC1=C(N)Oc2cc(O)c(C=Nc3ccccc3)cc2C1c1ccccc1 (centres undefined),.,-4.5,2.2,.,-0.9,.,-133.0,?
O=C(CCN1CCN(Cc2ccccc2)CC1)NNC(=O)Nc1cccc(C(F)(F)F)c1,0.7,-4.0,-1.1,0.1,0.4,-2.1,-0.5,4.8
CCN(c1ccc(NC(=O)COC(=O)C(C)N=C2NS(=O)(=O)c3ccccc32)cc1)C(C)C (centres undefined),11.0,7.8,1.1,7.6,.,3.9,-11.0,12.7
CN(C)S(=O)(=O)c1ccc(C(=O)Nc2ccccc2C(=O)O)cc1,1.6,2.0,.,-3.1,.,8.1,.,.
CCCCN(C)c1c(C)nc2ccc(C(=O)N(C)Cc3ccco3)cn12,-7.4,.,-1.8,-2.4,-0.9,-7.0,0.8,4.5
Cc1cccc(NC(=O)Nc2ccc3c(c2)C(=O)N(C)[C@H]2CC[C@H](CC(=O)NCc4ccccc4Cl)O[C@H]2CO3)c1,12.2,7.6,0.2,1.8,0.1,-2.7,-2.5,3.9
CN1C(=O)c2cc(NC(=O)c3ccccc3)ccc2OC[C@H]2O[C@H](CC(=O)NC3CCCC3)CC[C@H]21,2.2,-2.3,-0.6,4.2,0.0,-1.6,-10.8,-5.7
C[C@H](NC(=O)C[C@@H]1C=C[C@H](NC(=O)Nc2ccc3c(c2)OCO3)[C@@H](CO)O1)c1ccccc1,0.9,-1.4,1.8,-2.2,0.0,0.6,-5.7,-3.3
C[C@@H]1CN([C@@H](C)CO)S(=O)(=O)c2ccc(-c3ccc(C#N)cc3)cc2O[C@H]1CN(C)C,1.3,2.8,-1.6,0.3,0.3,4.3,5.5,-10.5
Cc1nc(Nc2ccc(S(N)(=O)=O)cc2)oc1C,-5.2,-15.8,.,0.0,.,0.1,.,.
O=C(NNC(=S)NC1CC2C=CC1C2)c1cccnc1 (centres undefined),.,-16.3,-0.3,5.3,0.2,-3.6,-7.0,-8.6
CCCS(=O)(=O)N1CCCC(C(=O)Nc2ccc3c(c2)CCC3)C1 (centres undefined),.,0.7,0.0,5.0,.,-32.0,-11.8,5.5
Cc1cccc(S(=O)(=O)N2CCCCN3[C@H](CO)[C@H](c4ccc(-c5ccncc5)cc4)[C@@H]3C2)c1,14.4,2.8,0.1,0.3,-0.8,3.0,11.7,-1.2
O=S(=O)(N[C@@H]1CC[C@H](CCn2cc(Cc3ccccc3)nn2)O[C@H]1CO)c1ccccc1F,-3.2,0.3,0.8,2.8,0.0,-1.5,8.7,-0.3
COc1ccccc1N1CCN(C(=O)Nc2cccc(Cl)c2)CC1,13.3,-1.2,0.6,0.7,.,-7.0,-5.7,4.9
C[C@H]1CN([C@@H](C)CO)C(=O)c2cc(C#Cc3ccccc3)cnc2O[C@@H]1CN(C)C(=O)c1ccccn1,-2.3,7.9,-2.5,-2.1,-0.1,-3.1,8.6,-3.4
CCc1ccc(/C=C2/SC(N3CCOCC3)=NC2=O)cc1,.,3.0,2.3,.,-0.4,.,-6.2,6.7
CC(Oc1cccc(Cl)c1)C(=O)NNC(=O)c1cccnc1 (centres undefined),-3.5,-7.1,-0.9,-1.7,-0.1,-5.1,2.6,2.3
CCCNc1nc2c(c(=O)[nH]c(=O)n2C)n1Cc1cccc(Br)c1,-4.4,-9.7,.,-0.7,.,-3.4,.,.
CCn1c(CSc2nnc(-c3ccc4c(c3)OCO4)o2)nc2cc(S(=O)(=O)N(C)C)ccc21,16.4,-1.2,.,-3.6,.,-11.2,.,.
C[C@@H]1CCCCO[C@@H](CN(C)C(=O)c2ccccc2)[C@@H](C)CN([C@H](C)CO)C(=O)c2cc(NC(=O)Nc3ccc(C(F)(F)F)cc3)ccc2O1,-0.2,-9.4,-0.5,-4.7,-0.1,7.0,9.8,4.7
NC(=O)Nc1ccc2c(c1)OCCO2,6.2,-8.0,1.2,-0.5,.,0.0,1.1,-8.8
COc1cccc(-c2cnc3c(c2)C(=O)N([C@H](C)CO)C[C@@H](C)[C@@H](CN(C)Cc2ccncc2)O3)c1,-1.3,-13.5,-2.3,6.7,-2.1,5.4,7.3,-7.1
O=C(C[C@H]1CC[C@H](NC(=O)C2CCC2)[C@H](CO)O1)NCc1ccncc1,1.8,6.7,-1.9,-3.9,0.3,-3.2,-5.0,3.9
Cc1cccc(NC(=O)c2cccc(NS(=O)(=O)c3ccc(Cl)cc3)c2)c1,-9.2,-1.5,.,5.4,.,-3.5,.,.
O=C(Nc1ccccc1)OCC(CN1CCCCC1)OC(=O)Nc1ccccc1 (centres undefined),-5.6,-4.4,-4.4,-2.8,-0.1,8.5,1.2,1.9
O=C1c2ccccc2-c2c1cccc2C(=O)N1CCOCC1,-4.9,-3.5,.,5.2,.,-12.3,.,.
Cc1ccccc1-c1ccc([C@@H]2[C@@H](CO)N3CCCCN(C(=O)Nc4cccc(F)c4)C[C@@H]23)cc1,5.0,-3.1,-0.7,0.1,-0.9,-16.0,-12.3,-4.7
COC(=O)c1ccc(NC(=O)C2CC(=O)N(c3cc(C)ccc3C)C2)cc1 (centres undefined),-5.7,-2.4,.,1.9,.,-17.0,.,.
CCn1c(C)cc(/C=C2\NC(=O)N(CC(=O)Nc3ccc(F)cc3)C2=O)c1C,.,-2.6,-1.5,.,0.0,.,-18.5,5.8
CO[C@@H]1CN(C)C(=O)c2cc(NS(=O)(=O)c3ccc(F)cc3)ccc2OC[C@@H](C)N(C)C[C@H]1C,-12.2,-2.4,-3.0,-0.9,-0.2,1.4,9.8,-3.6
COc1cc(NC(=O)Cn2nnc(-c3ccccc3N)n2)cc(OC)c1,1.3,1.8,.,-3.9,.,5.6,.,.
C[C@@H]1CN([C@@H](C)CO)C(=O)c2cc(NS(C)(=O)=O)ccc2O[C@@H]1CN(C)CC1CCCCC1,-2.8,.,0.5,2.7,0.0,-1.7,4.4,9.6
COc1ccc(S(=O)(=O)N(NC2=NS(=O)(=O)c3ccccc32)C(=O)C(C)C)cc1,-5.1,.,0.2,0.5,.,-3.2,3.9,2.4
O=C(CCCNS(=O)(=O)c1cccc2nsnc12)NCc1ccccc1,4.4,-2.0,.,0.8,.,11.2,.,.
C[C@@H](NC(=O)C[C@H]1CC[C@H]2[C@@H](COc3ccc(NS(=O)(=O)c4ccc(Cl)cc4)cc3C(=O)N2C)O1)c1ccccc1,0.8,-4.0,-2.1,-2.5,0.0,6.6,18.9,5.0
C[C@H]1CN([C@@H](C)CO)C(=O)c2cc(NC(=O)CCC(F)(F)F)ccc2O[C@H]1CN(C)Cc1ccc(C(F)(F)F)cc1,-2.3,4.2,1.6,-3.5,18.5,-7.7,6.8,1.1
COc1ccc(CNC(=O)CSc2nnc3c(n2)[nH]c2ccc(F)cc23)cc1,-3.6,-2.2,27.6,-2.9,.,8.8,-11.3,-1.2
C[C@H](C(=O)N(C)C[C@H]1OCc2ccccc2-c2ccccc2C(=O)N([C@@H](C)CO)C[C@@H]1C)c1ccccc1,5.8,-2.3,-0.7,0.7,-0.3,3.3,10.0,3.2
CC(C)c1ccc(CN(C(=O)c2ccco2)C2CCS(=O)(=O)C2)cc1 (centres undefined),.,3.0,2.6,-0.8,0.0,1.0,-0.1,-5.0
COc1cc(N/C(=N/S(=O)(=O)c2ccccc2)c2ccccc2)ncn1,22.6,-0.3,.,0.6,.,-6.6,.,.
O=C(NCC[C@H]1CC[C@H](NC(=O)c2cccnc2)[C@H](CO)O1)Nc1ccc(F)cc1,4.2,-26.3,-0.1,1.0,1.6,-8.9,50.3*,-3.3
CCOC(=O)c1c(NC(=O)c2nn(CC)cc2Br)c(C#N)nn1-c1ccccc1,-4.6,-2.3,.,9.3,.,2.6,.,.
CC(C)(C)OC(=O)N1CCN(c2ccc(CNC(=O)c3ccc(Cl)cc3)cc2)CC1,5.7,-1.6,.,-1.0,.,7.7,.,.
Cn1c(SCc2ccccc2Cl)nnc1-c1cnccn1,68.4*,1.8,.,0.6,.,-6.6,.,.
Cc1cccc(NC(=S)Nc2cccc(C)n2)n1,-2.5,5.3,-9.2,.,0.0,3.6,-0.4,-1.2
CC(C)C#Cc1ccc2c(c1)O[C@@H](CN(C)Cc1cccnc1)[C@@H](C)CN([C@@H](C)CO)S2(=O)=O,3.9,-2.0,-4.2,0.2,-0.1,-4.2,8.9,0.9

# (cont.)
SMILES,esBAF inh,ARNT TACC3 PPI,CASP6 VEID inh,PglD inh,E-sel inducer,RAD54 branch,RAD52 inh,ERp5 block
CN1C=CC=C/C1=C1\SC(=S)N(c2ccccc2)C1=O,3.5,-0.9,.,6.8,.,-5.4,.,.
COc1ccc(CN(C)C[C@H]2Oc3c(NC(=O)Nc4ccc(OC)cc4)cccc3C(=O)N([C@@H](C)CO)C[C@@H]2C)cc1,17.3,-10.3,.,-1.4,1.6,2.7,19.9,-7.8
CCOCCn1c(CCCO)nc2ccccc21,-3.6,-6.3,.,-0.4,.,-0.8,.,.
O=C(Nc1c2c(nn1-c1ccccc1)CS(=O)C2)c1ccc2c(c1)OCO2 (centres undefined),0.9,-2.3,-0.2,1.0,-0.2,-0.9,-2.0,3.9
COc1ccc(N(CC(=O)Nc2ccc(C)c(C)c2)S(=O)(=O)c2c(C)noc2C)cc1,-3.4,-22.1,2.4,6.7,-0.2,13.2,-9.4,-3.0
Cc1cc(NC(=O)CN2C(=O)NC(C)(c3ccccc3)C2=O)no1 (centres undefined),-4.8,-6.6,.,-1.2,.,-2.9,.,.
CC(=O)Nc1ccc2c(c1)C(=O)N(C)[C@@H]1CC[C@H](CC(=O)NCc3ccc(F)cc3)O[C@@H]1CO2,-6.7,-18.4,-3.9,-4.4,0.3,2.6,11.4,-7.8
COc1cccc(CN(C)C(=O)Cn2cc(C)c(=O)[nH]c2=O)c1,-8.7,-0.4,-1.9,1.0,0.0,11.2,-6.9,-1.9
Cc1ccc(-c2nc3ccc(C)cn3c2Cc2ccsc2)cc1,23.7,.,2.8,-1.8,0.2,-5.7,-146.1,-0.8
CC1CCC(NC(=O)C2c3ccccc3C(=O)N2Cc2ccc3c(c2)OCO3)CC1 (centres undefined),-11.9,.,0.5,3.5,0.1,-4.4,-6.1,-0.2
CN(Cc1ccco1)S(=O)(=O)c1nnc(NC(=O)c2ccc(F)cc2)s1,-2.6,-13.1,4.2,-1.7,.,-1.9,-20.4,1.3
COCC(=O)N(C)C[C@H]1Oc2cc(-c3ccc(OC)cc3)ccc2S(=O)(=O)N([C@@H](C)CO)C[C@@H]1C,-8.3,-3.2,5.7,-0.9,-0.2,-1.0,12.2,-1.4
